# Screening results as filed in PubChem BioAssay.
# TEAD-YAP inh: TEAD-YAP interaction inhibition. HEK-TIYL cells, TEAD-Gal4/YAP UAS-luciferase luminescence. inhibition, % at 9.12 µM. hit rate 1.4% among 640,000. AID 1259422; in the data active = inhibition above about 32%;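 also: 0% = median of test compound wells and 100% = reference inhibitor wells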
# FBW7 act: activators of human E3 ligase FBW7 | Q969H0 | AlphaScreen FBW7–phospho-cyclin E peptide binding, activator screen | normalized activity (activation), % at 26.1 µM | hit rate 0.13% among 650,000 | AID 1259310; in the data active = normalized activity above about 1.9%;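 also: purified mutant Fbw7 with reduced substrate affinity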
# MITF primary: blocks human microphthalmia-associated transcription factor. O75030. AlphaScreen MITF homodimerization, bead proximity signal. inhibition, % at 2.6 µM. hit rate 0.91% among 650,000; in the data active = inhibition above about 50%;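 also: 0% = vehicle wells with protein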
# Target sequence (O75030 whole entry, looked up): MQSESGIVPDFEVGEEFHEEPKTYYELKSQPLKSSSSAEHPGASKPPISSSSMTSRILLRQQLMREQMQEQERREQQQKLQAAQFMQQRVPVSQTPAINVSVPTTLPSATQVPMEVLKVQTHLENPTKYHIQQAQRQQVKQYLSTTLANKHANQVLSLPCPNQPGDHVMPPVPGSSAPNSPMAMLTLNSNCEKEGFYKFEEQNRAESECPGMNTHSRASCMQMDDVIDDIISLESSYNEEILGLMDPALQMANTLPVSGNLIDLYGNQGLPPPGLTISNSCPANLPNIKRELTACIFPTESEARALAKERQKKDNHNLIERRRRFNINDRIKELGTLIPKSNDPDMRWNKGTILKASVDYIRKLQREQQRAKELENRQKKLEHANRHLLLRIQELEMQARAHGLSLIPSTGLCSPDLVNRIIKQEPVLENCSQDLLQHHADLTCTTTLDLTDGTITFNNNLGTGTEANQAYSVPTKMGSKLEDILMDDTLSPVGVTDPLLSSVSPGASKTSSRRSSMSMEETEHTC
# GPR151 ag: activators of human GPR151. hit rate 1% among 650,000. PathHunter beta-arrestin GPR151 cells, luminescence. Q8TDV0. activation, % at 11.2 µM. AID 1508602; in the data active = activation above about 4.9%;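 also: 0% = median of compound wells and 100% = cells with positive control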
# Target sequence (Q8TDV0 whole entry, looked up): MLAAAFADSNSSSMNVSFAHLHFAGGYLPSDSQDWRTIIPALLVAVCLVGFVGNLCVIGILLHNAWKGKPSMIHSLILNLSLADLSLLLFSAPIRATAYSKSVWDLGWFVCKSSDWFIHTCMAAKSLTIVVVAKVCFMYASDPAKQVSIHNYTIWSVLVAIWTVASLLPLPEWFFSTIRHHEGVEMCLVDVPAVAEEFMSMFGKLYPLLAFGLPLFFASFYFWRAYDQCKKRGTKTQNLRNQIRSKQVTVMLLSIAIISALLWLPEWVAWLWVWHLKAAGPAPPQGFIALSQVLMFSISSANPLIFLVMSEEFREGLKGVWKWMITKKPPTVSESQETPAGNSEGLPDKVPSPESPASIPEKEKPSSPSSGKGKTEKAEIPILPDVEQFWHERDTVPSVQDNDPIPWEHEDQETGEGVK
# Starred values were filed as active, the others as inactive; . = no result given.
item | SMILES | TEAD-YAP inh | FBW7 act | MITF primary | GPR151 ag
1 | C/C(=N\Nc1ccc(F)cc1)c1ccncc1 | 2 | 0.1 | -20 | -0.3
2 | Cc1ccc(-n2cc(-c3ccc(Cl)cc3)nc2SCC(=O)Nc2ccccc2Cl)cc1 | -32 | -0.7 | 17 | 4.5
3 | O=C(c1ccc(Cl)c([N+](=O)[O-])c1)N1CCc2ccccc21 | 10 | -0.2 | -3 | -0.1
4 | COCCNC(=O)Cn1nc2c(c1NC(=O)Cc1ccc(F)cc1)CSC2 | -5 | -0.1 | -1 | -1.1
5 | Clc1ccc(OCc2nc3c4cnn(-c5ccccc5)c4ncn3n2)cc1 | -4 | 0.1 | -17 | -0.9
6 | COC(=O)Cn1nc(-c2ccccc2)c2ccccc2c1=O | -4 | -0.2 | -3 | 0.9
7 | CCOC(=O)C(=Cc1cc(OC)c(OC)cc1Br)C(=O)OCC | 42* | 0.1 | 2 | 1.9
8 | Cc1ccc(C)n1-c1ccc(I)cc1 | 8 | 0.4 | 12 | -1.0
9 | Cc1ccc2[nH]c3nc(N/N=C/c4cccc(O)c4)nnc3c2c1 | -10 | 0.0 | 2 | 0.9
10 | CC(C)c1ccc(S(=O)(=O)NCCOC23CC4CC(CC(C4)C2)C3)cc1 | 9 | -0.1 | 4 | 1.2
11 | CC1CCCCN1C1(O)C(=O)Nc2ccc([N+](=O)[O-])cc21 (centres undefined) | 20 | 0.1 | -8 | 1.7
12 | CCOC(=O)c1sc(NC(=O)CSc2nnc(CNC(=O)c3ccccc3OC)n2CCc2ccccc2)c(C(=O)OCC)c1C | 2 | 0.7 | 4 | 0.1
13 | O=C(NCc1ccccc1)c1scc2c1CCCC2 | 4 | -0.1 | 4 | 0.1
14 | Cc1c(NC(=O)Nc2ccc(Cl)cc2)sc(=S)n1C | -3 | -0.1 | -2 | 0.5
15 | NC(C(=O)O)c1ccc(P(=O)(O)O)cc1 (centres undefined) | . | -0.2 | -5 | -1.6
16 | CC(=O)Nc1c(C)ccc2nsnc12 | 3 | 0.0 | 18 | -1.6
17 | O=C(CN(c1cc(Cl)cc(Cl)c1)S(=O)(=O)c1ccccc1)N1CCOCC1 | -4 | -0.1 | 1 | 1.0
18 | CCC(C)(C)c1ccc(OCC(O)Cn2c(CO)nc3ccccc32)c(C(C)(C)CC)c1 (centres undefined) | -1 | 0.2 | -1 | -0.3
19 | O=C(NCc1ccc(Cl)cc1)Nc1ccc(Cl)c(N2CCCS2(=O)=O)c1 | -1 | 0.3 | 5 | 1.0
20 | CCOC(=O)C1CCN(C(=O)Cn2c(=O)oc3cc(Cl)ccc32)CC1 | -2 | -0.2 | -3 | -1.2
21 | N#Cc1cc2c([nH]c1=S)CCC2 | -4 | -0.2 | 20 | -0.3
22 | CCCOc1ccc(-c2nc(SCC(N)=O)n[nH]2)cc1 | -32 | 0.1 | -2 | 2.8
23 | CSCCC(NC(=O)C12CC3CC(CC(C3)C1)C2)C(=O)OCC(=O)c1ccccc1 (centres undefined) | 3 | 0.9 | -2 | 0.0
24 | Cc1ccccc1NS(=O)(=O)c1ccc(NS(=O)(=O)c2ccc(Cl)cc2)cc1 | -4 | -0.1 | -7 | -1.7
25 | C#Cc1ccc(CN2CCC(N3CCC(C(=O)NC(C)C)CC3)CC2)cc1 | 18 | -0.1 | -6 | -0.4
26 | COC(=O)c1ccc(CN2CCC(NCC3CC3)CC2)cc1 | -1 | 0.1 | 7 | 2.3
27 | NC(=O)c1ccccc1Nc1cc(NC(=O)Cc2ccc(F)cc2)ncc1C(F)(F)F | 95* | 0.1 | 18 | 1.7
28 | Cc1cccc(-c2nc(S(=O)(=O)c3ccccc3)c(N3CCOCC3)o2)c1 | -2 | 0.1 | 9 | 0.9
29 | O=C(NCc1ccc2c(c1)OCO2)C(=S)NCc1ccccc1 | -2 | -0.2 | 5 | 1.7
30 | O=C1CCC(N2CCN(Cc3cccc(F)c3)CC2)CCN1CCOc1ccccc1 (centres undefined) | 9 | 0.0 | 15 | 0.6
31 | Cc1cc2occ(CC(=O)O)c2cc1C | -2 | 1.0 | 9 | 2.2
32 | COc1cc(/C=C/c2cc(C(=O)O)c3ccccc3n2)cc([N+](=O)[O-])c1O | 10 | 0.1 | 4 | 1.2
33 | CCOc1cc(CO)cc(I)c1OCc1cccc(F)c1 | -6 | 0.1 | -13 | -0.9
34 | O=C(NCc1cccc(C(F)(F)F)c1)C1CCN(c2cnccn2)CC1 | 9 | 0.0 | 25 | -0.8
35 | COc1ccc(OC)c(C2NC(=O)NC(C)=C2C(=O)Nc2ccccc2)c1 (centres undefined) | -2 | -0.1 | 4 | 0.4
36 | Cc1cccc(-n2nc3c(c2NC(=O)c2ccccc2I)CSC3)c1C | 7 | 0.9 | 13 | -2.5
37 | CCCNc1ncnc2c1nc(N1CCCC(C(=O)N(CC)CC)C1)n2C(C)C (centres undefined) | -13 | 0.1 | -5 | -0.3
38 | O=C1/C(=C/c2ccc(Cl)cc2)C=C(c2ccccc2)N1c1ccccc1O | -1 | 0.1 | 11 | 0.4
39 | COC(CN(C)c1ccc(-c2ccc(C(C)=O)cc2)cn1)OC | -54 | -0.5 | 3 | 0.8
40 | COc1ccc(C2=NN(C(=O)c3ccc(Br)cc3)C(c3cccc([N+](=O)[O-])c3)C2)cc1 (centres undefined) | 4 | 0.0 | 16 | -1.0
41 | Cc1cccn2c(CNC3Cc4ccccc4C3)c(C(=O)N3CCOCC3)nc12 | 8 | 0.0 | 4 | -0.7
42 | Cn1c(C(=O)Nc2cccc(Cl)c2)cc2c(=O)n(C)c3ccccc3c21 | 0 | 0.3 | -11 | 0.0
43 | COc1ccc(/C=C/C(=O)Nc2ccc(F)c(Cl)c2)cc1 | -51 | 0.1 | -2 | -0.9
44 | C=CCNc1nc2ccc(C)cn2c(=O)c1/C=C1/SC(=S)N(C)C1=O | 2 | -0.2 | -2 | -0.8
45 | CN(C)/N=C/c1ccc(OS(=O)(=O)c2ccccc2)cc1 | -61 | -0.4 | 1 | -3.4
46 | O=[N+]([O-])c1ccc(-c2nc3ccccc3nc2-c2ccccc2)cc1 | -4 | -0.2 | 5 | -1.5
47 | CCOc1cccc(C(=O)NC(=S)Nc2nc(-c3ccccc3)cs2)c1 | 1 | 0.0 | 1 | -0.7
48 | CCc1cc2c(=O)n(CC(=O)O)cnc2s1 | 5 | -0.1 | -1 | 1.1
49 | O=C(NCc1ccccc1)C1CCN(c2cnccn2)CC1 | 5 | 0.0 | -10 | 0.5
50 | Cc1ccc(CN2CCN3C(=O)[C@@H]([C@H](C)O)NC(=O)[C@H]3C2)cc1C | -3 | 0.8 | 7 | -0.1

# (cont.)
item | SMILES | TEAD-YAP inh | FBW7 act | MITF primary | GPR151 ag
51 | CC1CCC(C(C)C)C(OP(=O)(c2ccc(N(C)C)cc2)C(Nc2ccccc2)c2cccnc2)C1 (centres undefined) | 4 | -0.2 | -6 | 1.3
52 | Cc1cc(/C=C2\SC(N)=NC2=O)c(C)n1-c1ccccc1 | 0 | -0.1 | 5 | 2.3
53 | CCN1CCN(CC(=O)c2cc(OC)c(OC)c(OC)c2)CC1 | -3 | 0.1 | 6 | 0.7
54 | O=CN1CCN(C(=O)c2ccco2)CC1 | 13 | 0.4 | 14 | -0.5
55 | Cc1ccc(C2CC(c3cccs3)=NN2C(=O)CSc2nnc(CNC(=O)COc3ccccc3)n2-c2cccc(C)c2C)cc1 (centres undefined) | -1 | -0.1 | -10 | -0.5
56 | CCc1c(C(=O)N/N=C/c2sccc2C)nnn1-c1nonc1N | -5 | 0.6 | -8 | 0.6
57 | Oc1ccc(CN2CCN(c3ccccn3)CC2)cc1 | -18 | 0.0 | 36 | 0.2
58 | COc1ccc(-c2nn(-c3ccccc3)cc2C2SCC(=O)N2Cc2ccccc2)cc1 (centres undefined) | -16 | 0.3 | 12 | 1.1
59 | Cc1ccc(NC(=O)CSc2ncn[nH]2)c(S(=O)(=O)N2CCOCC2)c1 | 12 | 0.0 | 12 | -1.2
60 | Cc1ccc(S(=O)(=O)/N=C/c2ccc(C(F)(F)F)cc2)cc1 | -8 | 0.2 | 1 | 0.9
61 | CC(=O)c1ccc(NC(=O)CSc2nc3ccc(NC(=O)c4ccccc4C)cc3s2)cc1 | -33 | -0.1 | -5 | 1.3
62 | O=C1NC(=Nc2ccccc2)S/C1=C/c1cccc([N+](=O)[O-])c1 | 7 | -0.5 | 15 | 0.5
63 | CC(C)n1c(N2CCC(N3CCOCC3)CC2)nc2c(NC3CC3)ncnc21 | -1 | 0.0 | 3 | 4.4
64 | O=C(Nc1ncc([N+](=O)[O-])s1)c1ccc(Br)cc1 | 65* | 0.0 | 0 | -8.5
65 | Cc1ccc(OCCCCCNCCO)cc1 | 1 | 0.1 | -28 | -1.0
66 | COc1ccc(NC(=S)N(CCCN2CCC(C)CC2)Cc2ccco2)cc1 | 7 | -0.1 | -5 | 1.0
67 | CCOC(=O)C1=C(c2ccccc2)Nc2nnnn2C1c1cc(OC)ccc1OC (centres undefined) | 3 | 0.1 | 2 | -0.5
68 | Cc1nc2c(C(=O)NCCC(C)C)cnn2c(C)c1Cc1ccc(F)cc1Cl | -4 | -0.1 | -7 | 0.1
69 | CCOC(=O)COc1ccc2c(=O)c(Oc3ccccc3Br)c(C(F)(F)F)oc2c1 | 3 | -0.2 | 5 | 1.0
70 | CCC1CCCCN1CCC(=O)Nc1nccs1 (centres undefined) | -6 | -0.3 | -1 | 0.4
71 | Brc1c(CSc2nnnn2-c2ccccc2)nc2sccn12 | -3 | 0.6 | 10 | -0.9
72 | O=C(C1CCCC1)N1CCC(O)(c2ccccn2)CC1 | 1 | -0.1 | 8 | -0.1
73 | COc1ccc2nc(NC(=O)c3cc(C)ccc3C(=O)O)sc2c1 | -7 | 0.5 | 14 | -1.2
74 | CC[C@H](C)[C@H](NC(N)=O)C(=O)NCCc1ccc(Cl)cc1 | -3 | 0.0 | -7 | -1.7
75 | O=C(NCC(c1cccs1)S(=O)(=O)c1ccccc1)c1ccc([N+](=O)[O-])cc1 (centres undefined) | 1 | 0.2 | 16 | 1.0
76 | Cn1cnnc1SC/C(O)=C(\C#N)c1nc2ccccc2[nH]1 | 9 | 0.2 | 17 | -0.7
77 | Cn1c(NC(=O)c2cccc(Cn3cc(Cl)cn3)c2)nc2ccccc21 | -36 | 0.0 | -5 | 0.8
78 | O=C(CCCCn1c(=O)[nH]c2ccsc2c1=O)NC1CCCCC1 | -1 | -0.1 | 14 | 0.1
79 | O=[N+]([O-])c1ccc(N2CCNCC2)cc1N1CCN(c2ccccc2)CC1 | 4 | -0.5 | 17 | 0.3
80 | O=C(O)c1ccc(F)c(S(=O)(=O)NCCCN2CCOCC2)c1 | -8 | -0.1 | -1 | -0.9
81 | O=C(NNS(=O)(=O)c1cccc(Cl)c1Cl)C12CC3CC(CC(C3)C1)C2 | -2 | 0.2 | -4 | 0.5
82 | Cn1c(N)c(C(=O)CSc2nc3sc4c(c3c(=O)[nH]2)CCCC4)c(=O)n(C)c1=O | 0 | 0.1 | -1 | -0.8

# In the list so far, these contain a Cl atom:
item | SMILES | TEAD-YAP inh | FBW7 act | MITF primary | GPR151 ag
2 | Cc1ccc(-n2cc(-c3ccc(Cl)cc3)nc2SCC(=O)Nc2ccccc2Cl)cc1 | -32 | -0.7 | 17 | 4.5
3 | O=C(c1ccc(Cl)c([N+](=O)[O-])c1)N1CCc2ccccc21 | 10 | -0.2 | -3 | -0.1
5 | Clc1ccc(OCc2nc3c4cnn(-c5ccccc5)c4ncn3n2)cc1 | -4 | 0.1 | -17 | -0.9
14 | Cc1c(NC(=O)Nc2ccc(Cl)cc2)sc(=S)n1C | -3 | -0.1 | -2 | 0.5
17 | O=C(CN(c1cc(Cl)cc(Cl)c1)S(=O)(=O)c1ccccc1)N1CCOCC1 | -4 | -0.1 | 1 | 1.0
19 | O=C(NCc1ccc(Cl)cc1)Nc1ccc(Cl)c(N2CCCS2(=O)=O)c1 | -1 | 0.3 | 5 | 1.0
20 | CCOC(=O)C1CCN(C(=O)Cn2c(=O)oc3cc(Cl)ccc32)CC1 | -2 | -0.2 | -3 | -1.2
24 | Cc1ccccc1NS(=O)(=O)c1ccc(NS(=O)(=O)c2ccc(Cl)cc2)cc1 | -4 | -0.1 | -7 | -1.7
38 | O=C1/C(=C/c2ccc(Cl)cc2)C=C(c2ccccc2)N1c1ccccc1O | -1 | 0.1 | 11 | 0.4
42 | Cn1c(C(=O)Nc2cccc(Cl)c2)cc2c(=O)n(C)c3ccccc3c21 | 0 | 0.3 | -11 | 0.0
43 | COc1ccc(/C=C/C(=O)Nc2ccc(F)c(Cl)c2)cc1 | -51 | 0.1 | -2 | -0.9
68 | Cc1nc2c(C(=O)NCCC(C)C)cnn2c(C)c1Cc1ccc(F)cc1Cl | -4 | -0.1 | -7 | 0.1
74 | CC[C@H](C)[C@H](NC(N)=O)C(=O)NCCc1ccc(Cl)cc1 | -3 | 0.0 | -7 | -1.7
77 | Cn1c(NC(=O)c2cccc(Cn3cc(Cl)cn3)c2)nc2ccccc21 | -36 | 0.0 | -5 | 0.8
81 | O=C(NNS(=O)(=O)c1cccc(Cl)c1Cl)C12CC3CC(CC(C3)C1)C2 | -2 | 0.2 | -4 | 0.5
